aSyn rescue: qHTS of alpha-syn Inhibitors; AID 652106, 2013; Yeast expressing alpha-synuclein, growth rescue, BacTiter-Glo, 24 h; Potency, µM (top dose mostly 46.1 µM), for inactives: at the top dose growth rescue (activation), hits mostly activators; 0.14% of 370,000 active; further: potency means the concentration at half of the fitted maximal effect; % of control where 0% means no effect; nearly all actives have a fitted effect of over 65% in size
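Rescue of yeast growth: cells expressing toxic alpha-synuclein, induced in galactose at OD600 0.02, incubated with compound 24 h at 30 C. ATP luminescence quantified growth; inhibitors of toxicity appear as activators.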
TDP-43 yeast inh: qHTS of TDP-43 Inhibitors; TDP-43 expressing yeast growth rescue, BacTiter-Glo, 24 h; Potency, µM (top dose mostly 46.1 µM), for the others: at the top dose growth rescue (activation), most hits filed as activators; 1.8% of 410,000 active; further: potency means the concentration at half of the fitted maximal effect; % of control where 0% means no effect; nearly all actives have a fitted effect of over 50% in size
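Luminescence from BacTiter-Glo reports growth of TDP-43-expressing yeast after 24 hr at 30 deg C with compound. Cells were raffinose-pregrown to mid-log, then seeded in galactose medium at OD600=0.02.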
GLP1R inv ag: qHTS of GLP-1 Receptor Inverse Agonists (Inhibition Mode); Potency, µM (highest dose often 38.3 µM), for inactives: at the top dose activity change, negative = inhibition, most hits filed as inhibitors; HEK293 GLP-1R CRE-luciferase, luminescence, 24 h; GLP-1R form is constitutively active; Glucagon-like peptide 1 receptor (Homo sapiens), P43220; 1.6% of 410,000 active; further: potency means the concentration at half of the fitted maximal effect; on the % scale 0 is the no-effect control and ±100 the full control effect; nearly all actives have a fitted effect of over 55% in size
Target sequence (P43220 whole entry, looked up): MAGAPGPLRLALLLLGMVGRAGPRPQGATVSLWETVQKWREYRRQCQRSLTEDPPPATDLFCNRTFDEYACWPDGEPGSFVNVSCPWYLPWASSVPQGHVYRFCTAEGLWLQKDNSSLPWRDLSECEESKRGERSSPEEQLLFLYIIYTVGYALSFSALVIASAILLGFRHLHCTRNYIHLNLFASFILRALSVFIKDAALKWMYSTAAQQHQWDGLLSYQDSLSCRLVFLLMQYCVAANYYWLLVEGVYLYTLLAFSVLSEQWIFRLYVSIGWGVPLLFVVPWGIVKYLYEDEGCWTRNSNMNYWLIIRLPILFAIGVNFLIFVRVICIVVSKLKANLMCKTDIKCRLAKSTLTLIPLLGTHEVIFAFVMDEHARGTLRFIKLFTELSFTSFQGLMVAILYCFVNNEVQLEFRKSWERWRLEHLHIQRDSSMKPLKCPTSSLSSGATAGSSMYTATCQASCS
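Stable HEK293 clone (constitutively active GLP-1R + cAMP-response luciferase); 200 cells/uL plated, 12 h pre-culture, compound 24 hr, 37 deg C/5% CO2; detection reagent 12 min RT; luminescence.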
GLP1R ag: qHTS of GLP-1 Receptor Agonists; Glucagon-like peptide 1 receptor (Homo sapiens), P43220; HEK293 GLP-1R CRE-luciferase, luminescence, 4-6 h; cells express a hypersensitive GLP-1R form; Potency, µM (highest dose often 45.6 µM), for inactives: top-dose activation, actives largely listed as activators; 0.007% of 380,000 active; AID 624172, 2012; further: potency means the concentration at half of the fitted maximal effect; % of control where 0% means no effect
KB-V1 MDR tox: qHTS assay for MDR1-selective chemotherapeutics: Primary screen using the drug-selected MDR subline cells KB-V1; Potency, µM (doses to about 46.1 µM), without a hit: at the top dose activity change, negative = cytotoxicity, usual class: cytotoxic; KB-V1 MDR cells viability, CellTiter-Glo, 72 h; AID 1347076, 2019; 3.4% of 400,000 active; further: potency means the concentration at half of the fitted maximal effect; on the % scale 0 is the no-effect control and ±100 the full control effect; nearly all actives have a fitted effect of over 60% in size
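KB-V1 MDR subline cells in DMEM (phenol-red free, 10% FBS) exposed to compounds in qHTS concentration series for 72 h at 37 degrees C. Viability read by CellTiter-Glo luminescence; concentration-effect curves fitted after normalization and correction.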
PTHR1 ag: qHTS for PTHR1 Agonists: Primary Screen; Parathyroid hormone/parathyroid hormone-related peptide receptor (Homo sapiens), Q03431; HEK293 GP2 PTHR1 cells, GloSensor cAMP luminescence, 1 h; Potency, µM (doses to about 115 µM), for inactives: at the top dose activation, most hits filed as activators; 0.075% of 410,000 active; further: potency means the concentration at half of the fitted maximal effect; nearly all actives have a fitted effect of over 55% in size; some results filed as inactive show a strong effect at the top dose; inactives centre near -15; many of its hits are not listed in these tables
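HEK-293-derived GP2 cells expressing PTHR1 and a GloSensor cAMP reporter, 3,000/well, plated overnight, given luciferin plus IBMX (each 0.5 mM as added) for 1 h at 37 °C, then compound for 1 h at 37 °C. Luminescence was read after 15 min at room temperature.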
HEK293 tox: qHTS of GLP-1 Receptor Inverse Agonists: Cytotox Screen. HEK293 cAMP-luciferase reporter cells, luminescence, 24 h. Potency, µM (highest dose often 38.3 µM), without a hit: at the highest dose activity change, negative = inhibition, usual class: inhibitors. 0.13% of 410,000 active. AID 624418, 2012;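 further: loss of luciferase light is scored as toxicity; potency means the concentration at half of the fitted maximal effect; on the % scale 0 is the no-effect control and ±100 the full control effect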
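Here, cytotoxicity is scored as loss of luminescence. The MLSMR collection was tested on cells seeded in medium containing 10% Nu serum, with a 24 hr compound exposure preceded by 12 hours of culture.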
DRD3 agonist: qHTS of D3 Dopamine Receptor Agonist: qHTS; D(3) dopamine receptor (Homo sapiens), P35462; D3R DiscoveRx beta-arrestin cells, luminescence, 90 min; max activation, %; 0.58% of 410,000 active; in the data active means max activation above about 30%; further: 0% is about no effect; mostly tested at two doses, the higher about 12 µM
Target sequence (P35462 whole entry, looked up): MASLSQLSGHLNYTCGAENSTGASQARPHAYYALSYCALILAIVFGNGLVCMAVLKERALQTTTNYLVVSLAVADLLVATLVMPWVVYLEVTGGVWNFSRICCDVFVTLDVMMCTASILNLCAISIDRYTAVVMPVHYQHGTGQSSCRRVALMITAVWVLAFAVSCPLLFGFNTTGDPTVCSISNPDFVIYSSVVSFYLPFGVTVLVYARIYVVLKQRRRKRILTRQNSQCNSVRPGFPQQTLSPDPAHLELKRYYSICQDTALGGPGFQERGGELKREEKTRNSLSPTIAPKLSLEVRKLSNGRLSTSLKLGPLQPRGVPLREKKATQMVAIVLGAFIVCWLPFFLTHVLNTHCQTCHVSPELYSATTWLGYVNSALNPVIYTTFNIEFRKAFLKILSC
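Cells at 1500/well, incubated overnight, then treated with pinned compounds (dopamine as control) for 90 min at 37 degrees C. DiscoveRx reagent added for 30 - 60 minutes at room temperature; luminescence read.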
DRD3 antagonist: qHTS of D3 Dopamine Receptor Antagonist: qHTS; D3R cells, DiscoveRx beta-arrestin luminescence, antagonist mode; stronger effect = lower value; max response, negative = inhibition, %; 2.5% of 360,000 active; D(3) dopamine receptor (Homo sapiens), P35462; AID 652054, 2013; in the data active means max response below about -50%; inconclusive means no clear call, values can overlap the other calls; further: on the % scale 0 is the no-effect control and ±100 the full control effect; mostly tested at two doses, the higher about 12 µM
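Cells plated overnight at 1500 cells/well, then exposed to library compounds with dopamine controls for 90 minutes at 37 degrees C. DiscoveRx reagent added for 30–60 minutes at room temperature; luminescence read, quantitative HTS format.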
* = called active by the depositor; i = inactive; ? = inconclusive; nt = no result given; & = joins results of further samples; [ ] = another dose, or the depositor's remark. Unless noted, the call rests on the fitted dose curve; in most records, active means well fitted curve in the direction sought with a large enough effect; inconclusive means small, poorly fitted or top-dose-only effect, or another doubt; inactive means no such curve, though single readings can be large; an effect the other way counts as inactive or inconclusive. These rows are one share of the data; the hit share may differ from the screen's.

mol,aSyn rescue,TDP-43 yeast inh,GLP1R inv ag,GLP1R ag,KB-V1 MDR tox,PTHR1 ag,HEK293 tox,DRD3 agonist,DRD3 antagonist
CC(C(=O)Nc1ccccc1)n1nnc2sc3c(c2c1=O)CCCC3 (stereo not drawn),nt,14%,-9%,nt,-1%,i,5%,-14,nt
O=[N+]([O-])c1cc(Cl)cc(C2=NCCN2)c1,-2%,-27%,-8%,-9%,-7%,i,-28%,-2,-20
CN(Cc1cccnc1)C(=O)CCCc1c[nH]c2ccccc12,0%,-10%,-9%,5%,?,-6%,11%,-14,-23
O=C(CNC(=O)c1ccco1)NCCCc1ccccc1,-3%,-1%,-1%,-5%,3%,-19%,-2%,0,-1
C=C(C)[C@@H]1CC=C(C(=O)O)CC1,7%,?,5%,3%,15%,-14%,1%,7,2
COc1ccccc1NC(=O)Nc1nc(CC(=O)Nc2ccc(F)cc2)cs1,8%,15%,?,-6%,-29%,-33%[inhibitor],-15%,1,18
CCOC(=O)c1cc(CC)sc1N,-1%,2%,13%,1%,-9%,-23%,-1%,0,15
COc1ccc(C2/C(=C(/O)c3ccc(S(=O)(=O)N4CCOCC4)cc3)C(=O)C(=O)N2CCN2CCOCC2)cc1 (stereo not drawn),9%,2%,4%,0%,?,i,-3%,-2,-11
Cc1cc(=O)[nH]c2nnc(SCC(=O)Nc3cc(C(F)(F)F)ccc3Cl)n12,nt,4%,8%,nt,nt,?,-3%,-20,nt
O=C(N/N=C/c1ccco1)c1cccc(N2CCCC2=O)c1,2%,-19%,-3%,-1%,-1%,-18%,-7%[1.53 µM],-13,-18
COc1ccc(-c2c(C)c3ccc(O)c(CN4CCCCC4)c3oc2=O)cc1OC,nt,7%[9.22 µM],-8%,nt,11%,i,245%[activator],-6,nt
Cc1ccc(S(=O)(=O)N2CCCCC2)cc1NC(=O)CN1CCCC1c1cccs1 (stereo not drawn),0%,4%,?,-7%,3%,-9%,3%,1,-25
CCOC(=O)c1cnc2nc(C(F)(F)F)[nH]n2c1=O,3%,1%,42%[activator],-9%,2%,-5%,1%,0,-5
COc1cccc(NC(=O)C2CCN(S(=O)(=O)c3ccc4c(c3)NC(=O)C(C)S4)CC2)c1 (stereo not drawn),6%,1%,?,-2%,16%,-33%[inhibitor],-5%,17,5
Cc1cc(=O)oc2cc(NC(=O)C3CCCC3)ccc12,1%,nt,13%,2%,-4%,i,-4%,-7,-4
COCCN(CCOC)S(=O)(=O)c1ccc(C(=O)Nc2ccc(S(=O)(=O)Nc3nccc(C)n3)cc2)cc1,-3%,13%,11%,0%,0%,-21%,-1%,6,9
CCCSc1nnc(NC(=O)CCc2ccccc2)s1,1%,25%,-10%,-2%,-7%,i,-1%,-4,-2
CC1Cc2cc(S(=O)(=O)CCC(=O)Nc3ccc(F)c(Cl)c3)ccc2N1C(=O)C1CC1 (stereo not drawn),nt,9%,?,nt,nt,-33%[inhibitor],-17%,7,nt
CCOc1cc(/C=C(\C#N)c2[nH]nc(N)c2C#N)ccc1O,1%,23%,15%,14%,?,i,-22%,6,8
CCOc1ccc(-c2nnc(-c3ccc(OC)cc3)o2)cc1,-1%,11%,14%,-14%,-3%,-12%,-12%,0,9
O=C(Nc1nnc([C@H]2C[C@H](O)[C@@H](CO)O2)s1)Nc1cccc(Cl)c1Cl,2%,15%,48%,25%,10%,-13%,-2%,6,19
Nc1nc(NCc2ccccc2)nc(Nc2ccc(F)cc2)c1[N+](=O)[O-],0%,-12%,0%,0%,3%,-6%[57.5 µM],11%,11,30
CC(C(=O)c1ccc(-c2ccccc2)cc1)[n+]1ccccc1 (stereo not drawn),0%,8%,?,-7%,9%,i,-5%,-26,-12
CC(Sc1nncs1)C(=O)NC1CCCCC1C (stereo not drawn),-2%,4%,7%,11%,3%,-2%,0%,1,9
COc1ccc(C(C#N)c2ccc(Cl)nn2)cc1 (stereo not drawn),-8%,23%,8%,6%,18%,i,13%,1,10

Single values from above:
GLP1R inv ag, CCCSc1nnc(NC(=O)CCc2ccccc2)s1 → -10%
aSyn rescue, C=C(C)[C@@H]1CC=C(C(=O)O)CC1 → 7%

(further entries)
mol,aSyn rescue,TDP-43 yeast inh,GLP1R inv ag,GLP1R ag,KB-V1 MDR tox,PTHR1 ag,HEK293 tox,DRD3 agonist,DRD3 antagonist
NC(=O)COc1ccc2cc(-c3ccccc3)c(=O)oc2c1,0%,10%,13%,7%,18%,i,8%,-2,1
COc1ccc(C(=O)NCC(c2cccnc2)N2CCN(c3ccccc3OC)CC2)cc1 (stereo not drawn),nt,9%,-20%,nt,0%,-18%,1%,-12,nt
COc1ccc(-c2cc(=O)oc3c(C)c(OCC(=O)Nc4cccnc4)ccc23)cc1,-3%,0%,4%,-3%,23%,-23%,?,20,12
CCCN(CCC)C(=O)/C=C/c1cccc([N+](=O)[O-])c1,4%,-9%,-7%,-8%,-14%,6%,-3%,3,-11
CCCCCCOc1ccc(C2C(=O)N(C3CCCCC3)CC(=O)N2CCCC)cc1 (stereo not drawn),nt,-7%,?,nt,nt,i,6%,-16,nt
COC(=O)Cn1c(CN2CCN(c3ccc(F)cc3)CC2)nc2c1c(=O)n(C)c(=O)n2C,3%,15%,13%,-1%,5%,-34%[inhibitor],5%,0,0
COc1ccc(-c2cc(C3CCN(Cc4ccc([N+](=O)[O-])cc4)CC3)[nH]n2)cc1,8%,8%,?,7%,-4%,-16%,0%,-14,-14
CCN(CCNC(=O)C1CCN(c2nnc(-n3cccc3)s2)CC1)c1ccccc1,2%,7%,?,10%,6%,-19%,-15%,-2,16
Cc1ccc2ncc(C(=O)NC(C)c3ccccc3)c(=O)n2c1 (stereo not drawn),nt,21%,5%,nt,10%,i,-12%,12,nt
O=C(C1=C[C@@H](c2ccc(Br)cc2)C[C@@H](OCc2ccc(CO)cc2)O1)N1CCN(Cc2ccc3c(c2)OCO3)CC1,1%,9%,1%,4%,?,-22%,0%,-13,-63*
Cc1nn(-c2ccc(Cl)c(Cl)c2)c(C)c1C(=O)O,13%,-5%,13%,1%,24%,i,5%,-8,9
COc1ccccc1NS(=O)(=O)c1ccc2c(c1)NC(=O)C(C)S2 (stereo not drawn),5%,1%,?,0%,-26%,-2%,-21%,1,-1
Cc1ccc(NC(=O)CSc2nnc(N)s2)c(C)c1,nt,-4%,4%,nt,11%,-18%,0%,-14,nt
Cc1cc(S(=O)(=O)Nc2ccc(C(=O)NCC3(N4CCCCC4)CCCCC3)cc2)ccc1F,0%,-12%,?,11%,11%,i,-19%,7,-5
O=C(Nc1ccc(CN2CCOCC2)cc1)c1ccc(F)cc1,3%,19%,-16%,4%,0%,-21%,6%,1,8
O=C(NCc1ccccc1)C(c1ccccc1)N(Cc1ccc2c(c1)OCO2)C(=O)Cc1cccs1 (stereo not drawn),-6%,-4%,7.9µM*,-6%,13µM*,-5%[57.5 µM],-26%,1,28
O=c1[nH]ccc2c(O)cccc12,2%&1%,20%,2%,-9%,6%,i,-4%,5,-12
Cc1ccc(S(=O)(=O)N2CCN(C(=O)CSC3CCCC3)CC2)c(C)c1,-2%,2%,?,3%,4.1µM*,i,0%,-5,-27
O=C(O)c1csc(Cc2ccccc2)n1,6%,2%[9.22 µM],6%,0%,28%,i,-2%,1,17
O=c1[nH]c2ccccc2nc1Cc1ccccc1,7%,-5%,10%,-2%,11%,i,-16%,-3,?
O=c1cc(-c2ccc(Br)cc2)[nH][nH]1,-1%,-4%[9.22 µM],-12%[7.66 µM],2%,0%,i,-9%[7.66 µM],-9,?
CCCC(C)NCC(=O)Nc1ccccc1-c1ccccc1 (stereo not drawn),nt,-11%,-4%,3%,-5%,-92%,1%,-9,?
CN(C(=O)/C=C/c1ccccc1)C1CCS(=O)(=O)C1 (stereo not drawn),-2%,-26%,-4%,2%,-1%,-14%,-2%,-6,-3
Cc1ccc(S(=O)(=O)NC(=O)NCc2ccc3c(c2)OCO3)cc1,11%,24%,1%,-3%,7%,i,1%,2,21
Clc1ccccc1SCc1nc2ccccc2[nH]1,2%,-28%,0%,1%,21µM*,-23%[57.5 µM],4%,-8,-30
COc1ccc(Br)cc1CSC(=N)N,2%,9%,?,-2%,-4%,-21%,-5%,9,16

Source: PubChem BioAssay
